Bioassay records: PubChem BioAssay, National Center for Advancing Translational Sciences (NCATS)
ERK EGF block: blocks ERK signaling stimulated by EGF. 130,000 tested, 0.41% active. Potency, µM (series often up to 11.5 µM), inactives show at the highest dose activity change, negative = inhibition, most hits filed as inhibitors. HEK293-V1b, EGF-stimulated phospho-ERK AlphaScreen; active = well fitted inhibition curve with a large enough effect; inconclusive = small, poorly fitted or top-dose-only effect, or effect the other way;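 note: plate controls were stimulated vehicle wells for no effect and unstimulated vehicle basal for full effect; nearly all actives have a fitted effect of over 55% in size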
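Readout: AlphaScreen signal for phosphorylated ERK in lysed HEK293 cells stably expressing V1b. Stimulus 25 nM EGF, 5 min, following 30 min compound exposure. Data scaled to DMSO basal and full EGF activation.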
The depositor's hits bear a star; ? = inconclusive; & = joins results of further samples; [ ] = dose if it differs, or a comment. Potency is the fitted concentration of half-maximal effect.

The opening 5 records as a preview:
ERK EGF block	Structure
6%[57.5 µM]	CC(C)N1CN(c2ccccc2)C(=S)N(c2ccccc2)C1
-3%	CCCNC(=O)C1=C(C)C(=O)OC12CCC(C)CC2 (stereo unspecified)
-5%	CCc1nc2scc(-c3ccc(C)cc3)c2c(=O)n1N
0%[57.5 µM]	CCCc1cnc(N2CCN(C(=O)c3c(-c4ccccc4)noc3C)CC2)nc1
27%	CC1OC(OCC2OC(Oc3c(-c4ccc(O)c(O)c4)oc4cc(O)cc(O)c4c3=O)C(O)C(O)C2O)[C@@H](O)C(O)C1O (stereo partly specified)

The listing, from the first entry:
ERK EGF block	Structure
6%[57.5 µM]	CC(C)N1CN(c2ccccc2)C(=S)N(c2ccccc2)C1
-3%	CCCNC(=O)C1=C(C)C(=O)OC12CCC(C)CC2 (stereo unspecified)
-5%	CCc1nc2scc(-c3ccc(C)cc3)c2c(=O)n1N
0%[57.5 µM]	CCCc1cnc(N2CCN(C(=O)c3c(-c4ccccc4)noc3C)CC2)nc1
27%	CC1OC(OCC2OC(Oc3c(-c4ccc(O)c(O)c4)oc4cc(O)cc(O)c4c3=O)C(O)C(O)C2O)[C@@H](O)C(O)C1O (stereo partly specified)
-3%	Cc1sc2ncn(CC(=O)Nc3c(F)cccc3F)c(=O)c2c1S(=O)(=O)N1CCC(C)CC1
-9%[57.5 µM]	CCC1CC(CSC(=N)N)OC1=O (stereo unspecified)
9%	COC(=O)CCSc1cc(NCCOC(C)=O)c([N+](=O)[O-])c2nonc12
-12%	O=C(c1ccncc1)N1CCC2(CC1)CCN(c1ccccc1)CC2
9%	COc1ccccc1NC(=O)COc1ccc(Br)cc1CNC1CCCC1
8%	CCC(CC)NC(=O)CO/N=C/c1ccccc1OC(F)F
-9%	COc1ccc2cc(C)c3nnc(SCC(=O)Nc4cc(OC)c(OC)cc4C(=O)O)n3c2c1
-1%	Cc1ccc(NC(=O)c2ccn(C)n2)c(Br)c1
5%[57.5 µM]	CC(C)Sc1n[nH]c(=O)n1-c1cccc(C(F)(F)F)c1
20%[25.7 µM]	CC(=O)Oc1cc(C(F)(F)F)ccc1C(=O)O
-18%	C=C(Br)Cn1cnc2ccccc21
5%	Cc1ccsc1C(=O)c1sccc1C
35%	O=C(NCc1ccncc1)c1ccc(N2CCCC2)c([N+](=O)[O-])c1
0%	CCCCN1C(=O)c2ccc(C(=O)NCCN3C(=O)S/C(=C\c4cccnc4)C3=O)cc2C1=O
-17%	COC(=O)c1cc(-c2ccc(C)cc2)n[nH]1
8%	CN(C(=O)COc1cc(C(F)(F)F)nn1C)c1ccccc1
-1%[57.5 µM]	Cn1nccc1NC(=O)Nc1ccc(Cl)cc1
0%	CCOC(=O)N/N=C\c1ccc(-c2cccc(C(F)(F)F)c2)o1
-4%	COc1ccc(C(=O)N2CCC3(CCN(Cc4nccs4)CC3)CC2)cc1
-3%	O=C(Nc1ccc(NC(=O)C2CCCCC2)nc1)c1cccs1
3%	COc1ccc(C2CCCN2C(=S)Nc2cccc(Cl)c2)cc1OC (stereo unspecified)
-23%[57.5 µM]	CCOC(=O)CN(C(=O)CSc1nnc(COc2ccc(OC)cc2)n1CC)c1ccccc1
5%	CN(C)S(=O)(=O)c1cccc(NC(=O)c2cc3c(cc2Cl)N2CCCCCC2=NS3(=O)=O)c1
3%	O=C1c2ccc([N+](=O)[O-])cc2C(=O)N1CNc1ccccn1
-24%	Cn1c(=O)c2cc(S(=O)(=O)NCCC(=O)Nc3ccc(F)cc3F)ccc2n(C)c1=O
-2%[57.5 µM]	CC1CC(OC(=O)C(O)c2ccccc2)CC(C)(C)N1C (stereo unspecified)
?	O=C(Nc1cccc(S(=O)(=O)Nc2ccccc2Cl)c1)c1ccc(Cl)nc1
3%	Cc1cc(N)nc(C)c1C#N
32%	CC1CC(C)CN(C(=O)CNC(=O)Cn2ccc3ccccc3c2=O)C1 (stereo unspecified)
-4%	CC(=O)c1cccc(S(=O)(=O)N(C)C2CCN(C)CC2)c1
5%	Cc1ccc(S(=O)(=O)n2cnc3cc([N+](=O)[O-])ccc32)c(C)c1
1%	O=C(c1ccncc1)N1CCC2(CC1)CN(c1ccncc1)C2
-14%[57.5 µM]	CCN1C(=O)C2(C(C(=O)c3cc4ccccc4o3)=C(O)C(=O)N2CCCN2CCOCC2)c2ccccc21 (stereo unspecified)
-3%	O=C(Nc1ccc2snnc2c1)N1CCCCC1
-2%	CCNC(=S)Nc1cc(C(=O)N2CCCC2)ccc1N1CCCC1

Retrieved by compound from above (six):
ERK EGF block	Structure
-2%	CCNC(=S)Nc1cc(C(=O)N2CCCC2)ccc1N1CCCC1
-14%[57.5 µM]	CCN1C(=O)C2(C(C(=O)c3cc4ccccc4o3)=C(O)C(=O)N2CCCN2CCOCC2)c2ccccc21 (stereo unspecified)
1%	O=C(c1ccncc1)N1CCC2(CC1)CN(c1ccncc1)C2
5%	Cc1ccc(S(=O)(=O)n2cnc3cc([N+](=O)[O-])ccc32)c(C)c1
32%	CC1CC(C)CN(C(=O)CNC(=O)Cn2ccc3ccccc3c2=O)C1 (stereo unspecified)
-3%	O=C(Nc1ccc2snnc2c1)N1CCCCC1

Later entries.
ERK EGF block	Structure
4%	Cc1ccccc1N1C(=O)CC1(C#N)c1ccc(OCc2ccccc2)cc1 (stereo unspecified)
-1%	Cc1ccc(OCCOC(=O)Cn2nc(C)c([N+](=O)[O-])c2C)cc1
0%[57.5 µM]	COC(=O)CC1=C(C(=O)OC)C(c2ccc3c(c2)OCO3)C(C#N)=C(N)O1 (stereo unspecified)
-11%[57.5 µM]	NCCCC(=O)O
6%	COc1cccc(Cn2c(OCC3CCCO3)nc3c2c(=O)n(C)c(=O)n3C)c1 (stereo unspecified)
-5%	COc1cc(NC(=S)NC2CC(C)(C)NC(C)(C)C2)c(OC)cc1Cl
2%[57.5 µM]	COC(=O)c1cc(C)[nH]c2c(C)cc3nc4ccccc4c3c12
4%	N#C/C(=C/c1ccc(-c2ccccc2[N+](=O)[O-])o1)C(N)=O
30%	COc1ccc(N2CCN(C(=O)CN(C)S(=O)(=O)c3cc(C)ccc3OC)CC2)cc1
?	O=C(COC(=O)/C=C/c1cccs1)Nc1cccc(S(=O)(=O)N2CCCC2)c1
6%	COc1cc2c(cc1OC)CN(c1ccc([N+](=O)[O-])cc1C#N)CC2
23%	COc1ccc(-c2oc3cc(O[C@@H]4OC(CO)C(O)C(O)C4O)c(OC)c(O)c3c(=O)c2OC)cc1O (stereo partly specified)
3%	Cc1ccc(-c2nc(C#N)c(NCCCn3ccnc3)o2)cc1
0%	CCNc1ncc2ncc(=O)n(C)c2n1
0%[57.5 µM]	N#C/C(=C(/O)c1ccc(Cl)c([N+](=O)[O-])c1)c1nc2ccccc2[nH]1
-4%&-1%&0%	O=c1[nH]c2cc([N+](=O)[O-])c([N+](=O)[O-])cc2[nH]c1=O
-2%	c1ccc(Nc2nc(N3CCNCC3)nc(N3CCOCC3)n2)cc1
-8%	O=C(COC(=O)C1CCN(/C=C/C(=O)C(F)(F)F)CC1)Nc1ccccc1
-2%	CN(C(=O)c1ccccc1C(=O)OCC(=O)NC(=O)NC(C)(C)C)C1CCCCC1
29%	COc1ccccc1-c1nc(NCc2ccccc2)c2ccccc2n1
-1%	CN(NC(=O)CN1C(=O)c2ccccc2C1=O)C1=NS(=O)(=O)c2ccccc21
0%	Cc1nn(C(C)C(=O)N2CCOCC2)c(C)c1[N+](=O)[O-] (stereo unspecified)
-6%	O=C(Nc1nc(-c2ccc3c(c2)Cc2ccccc2-3)cs1)c1ccccc1
5%	CCn1c(C)nc2cc(C(=O)N/N=C/c3ccc(OC)cc3)ccc21
3%	C/C(N)=C(/C#N)C(=O)CSc1cc(C)c2ccccc2n1
?	CCCCC1=CC2=C(c3ccco3)C(=O)C(C)(OC(=O)c3ccc(OC)cc3)C(=O)C2=CN1c1ccc(OC)cc1 (stereo unspecified)
3%	COc1ccccc1/C=N/NC(=S)Nc1cccnc1
5%	Cc1cccc(N2CN(Cc3cccnc3)CNC2=S)c1
1%	Cc1ccc(CNC(=O)COC(=O)CCCOc2ccc(Cl)cc2Cl)cc1
-2%	COCCNC(=S)NCCc1ccc(Cl)cc1Cl
1%[57.5 µM]	O=C(Nc1ccccc1C(=O)Nc1nnc(C(F)(F)F)s1)c1ccccc1Cl
-3%	Cc1c([N+](=O)[O-])cc(S(=O)(=O)Nc2ccncc2)cc1[N+](=O)[O-]
-2%	O=C(NC(=S)Nc1ccccc1N1CCCCC1)c1ccccc1
41%	COc1c2c(cc3occ(-c4ccc5c(c4)OCO5)c(=O)c13)OC(C)(C)C=C2
-10%	CC1CN(C(=O)C(C)N2CCN(c3ccccc3Cl)CC2)CC(C)O1 (stereo unspecified)
-7%[57.5 µM]	CN(CC(=O)Nc1ccc2c(c1)OCO2)S(=O)(=O)c1ccc2c(c1)CCC(=O)N2
6%	O=C(CCSc1ccccc1)N1CCN(c2ccccc2F)CC1
-7%[57.5 µM]	COc1ccc(C(=O)NN2C(=S)N(c3ccc(OC)cc3)C(=O)C2CC(N)=O)cc1 (stereo unspecified)
1%[57.5 µM]	CC1C2(C)OC(=N)C(C#N)(C(C)O2)C1(C#N)C#N (stereo unspecified)
9%	CC1(C)CC(=O)C(C(c2cccc([N+](=O)[O-])c2)C2C(=O)CC(C)(C)CC2=O)C(=O)C1
5%[57.5 µM]	O=C1CN(C(=O)CSc2nc3ccccc3c(=O)n2CCCN2CCOCC2)c2ccccc2N1
-3%	CC1CCCN(c2c([N+](=O)[O-])cc(C(=O)O)cc2[N+](=O)[O-])C1 (stereo unspecified)
-1%	O=C(Nc1ccc(C(=O)NC2CCCCC2)cc1)c1cncc(Br)c1
3%	C/C(=N\NC(=O)c1cc(-c2cccnc2)nc2ccccc12)c1ccc(O)cc1O
-9%	COC(=O)c1cnn(-c2ccccc2)c1-n1cccc1C=O
1%	COc1ccccc1C(=O)C1CCCN(Cc2cccc3nccnc23)C1 (stereo unspecified)
23%	O=C(CSc1cccc(C(F)(F)F)c1)NC(=O)c1ccccc1
-6%	Cc1nonc1C1CCCN1C(=O)c1cc(COc2ccc(F)cc2Cl)on1 (stereo unspecified)
-6%[57.5 µM]	COc1cc(CCCN2C(=O)C(=O)NC[C@@H]2Cc2ccc(O)cc2)cc(OC)c1OC
0%	CCCc1cc(=O)n2[nH]c(-c3ccccc3)cc2n1
1%	O=C(COc1ccc2c(c1)CCC2)NCc1ccccc1
2%	C=C(C)CN(CC)C(=O)CC1C(=O)NCCN1C (stereo unspecified)
0%[57.5 µM]	CCCCCCN(C(=O)CCCCCN1C(=O)NC(c2ccc(C3CCCCC3)cc2)C(C(=O)OCc2ccccc2)=C1C)C(C(=O)NCCCC)c1ccc(OCC(=O)OC)c(C(=O)OC)c1 (stereo unspecified)
-11%[57.5 µM]	COc1ccc(OC)c(Nc2nc(N)c([N+](=O)[O-])c(NCc3ccccc3)n2)c1
-6%	Clc1ccc(C2=Nc3cc(Cl)ccc3OC2)cc1
14%[57.5 µM]	CCOC(=O)CN1NC2(CCCCCCC2)NC1=S

Later entries.
ERK EGF block	Structure
1%	NC(=S)N/N=C1\CC(n2nnnc2-c2ccccc2Cl)C2COC1O2 (stereo unspecified)
-12%[57.5 µM]	CC(C)NC(=O)CSc1nccc(-c2cccs2)n1
-2%	CN(C)S(=O)(=O)Oc1ccsc1C(=O)Nc1ccc(Br)cc1
-2%	O=C(O)CCc1ccc(-c2cccs2)n1CC(=O)Nc1ccccc1C(F)(F)F
8%	CCCCCc1c(O)nc(SCCN2CCOCC2)[nH]c1=O
-2%	COc1ccc(/C=N/NC(=O)c2sc(C)nc2C)cc1
1%	COc1cc([N+](=O)[O-])ccc1NC(=O)CN1CCN(C(=O)c2ccco2)CC1
-7%	O=C(NCCc1c[nH]c2ccccc12)/C(=C/c1ccco1)NC(=O)c1ccco1
-3%[57.5 µM]	CC(C)Oc1ccc(CCC(=O)N/N=C/c2ccncc2)cc1
-13%[57.5 µM]	COC(=O)c1ccc(OC(=O)CS(=O)c2ccccc2[N+](=O)[O-])cc1 (stereo unspecified)
-6%[57.5 µM]	CCOC(=O)C1(Cc2ccccc2)CCN(Cc2nccn2CC)CC1
0%	COc1ccc2c(c1)c1nc3ccccc3nc1n2CCCN1C(=O)c2ccccc2C1=O
-1%	Cc1ccc(S(=O)(=O)N(CC(=O)NN=C2CCN(C)CC2)c2ccc(F)cc2)cc1
7%	CCc1ccc(/C=C2\SC(N3CCOCC3)=NC2=O)cc1
-5%[57.5 µM]	Cc1nc2ccccc2n1CC(=O)NC1CCCC1
-10%	COc1ccc(C2NN=C(c3ccc(C)cc3)S2)cc1OC (stereo unspecified)
19%	NC(N)=NCCCCN=C(N)N
16%	CN1CCN(CC/C=C2/c3ccccc3Sc3ccc(S(=O)(=O)N(C)C)cc32)CC1
-10%[57.5 µM]	NC(=O)CC(NC(=O)Cc1ccc(Br)cc1)c1ccc(N2CCC(Br)CC2)c([N+](=O)[O-])c1 (stereo unspecified)
5%	CN(C)S(=O)(=O)c1cccc(-c2nn(-c3ccccc3)cc2/C=C(/C#N)C(=O)NCc2ccco2)c1
-15%[57.5 µM]	COc1ccc(C[C@H]2CN3C(=NC[C@@H]3C(C)C)N2CCNC(=O)c2ccc(C)c(Br)c2)cc1
-1%	Cc1cccc(-n2nc3c(c2NC(=O)CCC2CCCCC2)CS(=O)C3)c1C (stereo unspecified)

Part of the list above in a different format.
CCN1C(=O)C2(C(C(=O)c3cc4ccccc4o3)=C(O)C(=O)N2CCCN2CCOCC2)c2ccccc21 (stereo unspecified)
  ERK EGF block = -14%[57.5 µM]
O=C(Nc1ccc2snnc2c1)N1CCCCC1
  ERK EGF block = -3%

The list is partial. The share of hits here may be higher or lower than overall.
